Screens: PubChem, National Center for Advancing Translational Sciences (NCATS)
Tb PFK block: blocks T. brucei phosphofructokinase; O15648; T. brucei PFK, ADP-Glo luminescence; Potency, µM (highest dose often 57.5 µM), for inactives: at the highest dose activity, negative = inhibition, usual class: inhibitors; 0.17% of 330,000 active; AID 485367;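 further: potency means the concentration at half of the fitted maximal effect; 0% = uninhibited 1x PFK enzyme wells and -100% = no-enzyme wells; nearly all actives have a fitted effect of over 60% in size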
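Compounds were pin-transferred as a titration series up to 57 uM into substrate buffer (0.5 mM F6P, 0.1 mM ATP, pH 8.0), then 1.25 nM PFK was added and reactions ran 45 min before ADP-Glo detection.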
FLuc counter: firefly luciferase modulation, counter-screen for miR-21 project; Potency, µM (highest dose often 57.5 µM), inactives show at the top dose activity change, negative = inhibition, actives largely listed as inhibitors; 6.9% of 360,000 active; purified FLuc, Km substrates, luminescence inhibition; AID 588342;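 further: potency means the concentration at half of the fitted maximal effect; plate controls were vehicle for no effect and reference inhibitor for full effect; nearly all actives have a fitted effect of over 55% in size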
Target sequence (P08659 whole entry, looked up): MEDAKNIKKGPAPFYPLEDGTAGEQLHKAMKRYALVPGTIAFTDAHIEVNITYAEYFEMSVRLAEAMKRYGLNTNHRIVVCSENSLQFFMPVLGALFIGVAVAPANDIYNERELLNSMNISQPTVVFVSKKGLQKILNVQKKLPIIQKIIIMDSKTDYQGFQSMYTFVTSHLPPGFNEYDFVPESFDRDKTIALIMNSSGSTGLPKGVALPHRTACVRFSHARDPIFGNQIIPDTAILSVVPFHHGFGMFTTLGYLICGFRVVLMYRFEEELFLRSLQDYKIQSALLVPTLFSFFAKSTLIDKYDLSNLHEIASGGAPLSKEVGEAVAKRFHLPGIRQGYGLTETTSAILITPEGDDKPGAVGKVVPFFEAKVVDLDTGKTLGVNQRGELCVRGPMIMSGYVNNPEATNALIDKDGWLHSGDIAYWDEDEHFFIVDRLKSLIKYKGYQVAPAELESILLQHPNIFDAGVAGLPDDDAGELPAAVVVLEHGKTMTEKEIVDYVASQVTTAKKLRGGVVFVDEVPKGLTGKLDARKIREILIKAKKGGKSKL
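Biochemical qHTS of compounds, final roughly 60 µM downward over six points, against 10 nM purified firefly luciferase using Km concentrations of substrates (10 uM D-luciferin, 10 uM ATP) in Tris acetate pH 7.5 buffer; luminescence output.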
Gal4-VP16 FLuc: inhibits Gal4-VP16 luciferase reporter, ROR gamma counter-screen; Drosophila S2 Gal4-VP16 UAS-luciferase, luminescence, 20 h; Potency, µM (top dose mostly 53.6 µM), without a hit: at the top dose activity, negative = inhibition, hits mostly inhibitors; 3.5% of 310,000 active;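 further: Gal4-VP16 expression switched on by copper sulfate through the metallothionein promoter; potency means the concentration at half of the fitted maximal effect; on the % scale 0 is the no-effect control and ±100 the full control effect; nearly all actives have a fitted effect of over 50% in size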
ELG1 genotoxic: inducers of genotoxicity in HEK293T ELG1-luciferase cells; HEK293T ELG1-luciferase reporter, luminescence, 16 h; Potency, µM (doses to about 46 µM), for the others: at the highest dose activity change, positive = activation, usual class: activators; 1.3% of 330,000 active; further: potency means the concentration at half of the fitted maximal effect; % of control where 0% means no effect; nearly all actives have a fitted effect of over 60% in size
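Genotoxicity was scored as increased ELG1-luciferase reporter signal, measured by ONE-Glo luminescence (30 min, room temperature). Compound or vehicle exposure of the HEK293T reporter cells lasted 16 hr at 37°C.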
uPA surface inh: cell surface uPA generation inhibition; cell surface uPA generation assay, qHTS; Potency, µM (highest dose often 38.3 µM), without a hit: at the highest dose activity change, negative = inhibition, actives largely listed as inhibitors; 0.31% of 330,000 active; AID 540303; active means well fitted inhibition curve with a large enough effect; inconclusive means small, poorly fitted or top-dose-only effect; inactive means no such curve, though single readings can be large or run the other way; tested in mouse RAW 264.7 cells; further: potency means the concentration at half of the fitted maximal effect; on the % scale 0 is the no-effect control and ±100 the full control effect; nearly all actives have a fitted effect of over 55% in size
NPC1 promoter act: activators of NPC1 promoter; Huh7 NPC1 promoter luciferase reporter, 24 h; Potency, µM (top dose mostly 9.22 µM), inactives show at the highest dose activation, most hits filed as activators; 2.4% of 320,000 active;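 further: potency means the concentration at half of the fitted maximal effect; % of control where 0% means no effect; nearly all actives have a fitted effect of over 60% in size; reporter is driven by a mutant NPC1 promoter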
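NPC1 promoter–luciferase Huh7 cells; 24 h compound; luminescence.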
FBPA coupling cs: coupling enzyme interference in Giardia aldolase counter-screen; 0.67% of 290,000 active; activity change, negative = inhibition, % at 58.2 µM, hits read low; coupling enzyme system counterscreen, AmpLite Red fluorescence; in the data active means activity change below about -30%; further: on the % scale 0 is the no-effect control and ±100 the full control effect
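Fluorescence at 525 nm excitation and 598 nm emission measured inhibition of the coupled detection system without aldolase. Compounds (at 57.5 uM final) were preincubated 10 min at room temperature with coupling enzyme reagent before a 20 min substrate/AmpLite Red step.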
Rab9 promoter act: Rab9 promoter activation. Huh7 Rab9 promoter-luciferase reporter, luminescence, 24 h. Potency, µM (highest dose often 9.22 µM), without a hit: top-dose activation, negative = inhibition, usual class: activators. 2.8% of 320,000 active; further: potency means the concentration at half of the fitted maximal effect; % of control where 0% means no effect; nearly all actives have a fitted effect of over 60% in size
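Luminescence read-out: Huh7 cells stably expressing Rab9-luciferase, treated 24 h with compound at 37 °C, then lysed with luciferase reagent for 10 min at ambient before reading.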
RORg inh: blocks mouse ROR gamma transcriptional activity; Drosophila S2 Gal4-RORgamma UAS-luciferase reporter, 20 h; Potency, µM (top dose mostly 53.6 µM), without a hit: at the highest dose activity change, negative = inhibition, most hits filed as inhibitors; 5.4% of 310,000 active; further: potency means the concentration at half of the fitted maximal effect; on the % scale 0 is the no-effect control and ±100 the full control effect; nearly all actives have a fitted effect of over 60% in size
Target sequence (P51450 whole entry, looked up, the tested form may be a part): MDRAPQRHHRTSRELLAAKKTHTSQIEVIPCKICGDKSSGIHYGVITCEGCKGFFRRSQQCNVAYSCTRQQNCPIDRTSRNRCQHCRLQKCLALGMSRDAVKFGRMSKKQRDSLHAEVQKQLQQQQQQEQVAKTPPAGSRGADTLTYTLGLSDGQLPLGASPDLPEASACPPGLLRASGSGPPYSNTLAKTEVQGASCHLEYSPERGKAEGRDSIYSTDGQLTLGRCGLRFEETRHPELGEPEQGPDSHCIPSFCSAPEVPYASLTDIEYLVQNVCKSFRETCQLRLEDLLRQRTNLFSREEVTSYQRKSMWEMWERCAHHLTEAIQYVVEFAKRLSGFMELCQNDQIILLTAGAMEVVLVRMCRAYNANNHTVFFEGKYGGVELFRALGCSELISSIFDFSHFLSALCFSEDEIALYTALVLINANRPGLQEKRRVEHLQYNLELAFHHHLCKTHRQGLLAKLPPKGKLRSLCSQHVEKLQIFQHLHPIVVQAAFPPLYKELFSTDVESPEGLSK
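Luminescence from a UAS-regulated Photinus luciferase reporter in stably transfected Drosophila Schneider cells is measured; decreased signal marks ROR gamma inhibition. Fusion expression is induced by 700 uM copper sulfate for 20 hr.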
Giardia kill: Giardia lamblia killing; Giardia lamblia trophozoite viability; activity change, % at 7.66 µM, hits read low; 0.15% of 340,000 active; in the data active means activity change below about -80%; inconclusive means between about -30% and that limit;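 further: parasites exposed to compound for two days anaerobically before the ATP read; on the % scale 0 is the no-effect control and ±100 the full control effect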
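Killing of trophozoites was scored by loss of ATP luminescence after a 48 hrs anaerobic exposure to compounds at 37 deg C, using 100 cells per well.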
KCNH2 3.1 inh: KCNH2 3.1 (human) potassium channel inhibition; AID 720553; activity change, % (tested at about 1.8 µM); 0.95% of 340,000 active; U2OS KCNH2 3.1, thallium flux FluxOr; hits give low values;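 active means maximum activity change below -70%; inconclusive means maximum activity change from -70% to -50%; inactive means maximum activity change above -50%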;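 further: thallium influx rate constant from kinetic fluorescence after stimulation buffer; on the % scale 0 is the no-effect control and ±100 the full control effect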
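Virally transduced U2OS (3.1 isoform, 4 h infection in dark at RT) → overnight 37 C → FluxOr + Red40 in HBSS/HEPES, 45 min → stimulation buffer, 2 min kinetic read → rate constant vs DMSO controls.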
Numbers without * were called inactive; u = inconclusive; x = no result given; [ ] = dose if it differs, or a comment. Unless noted, the call rests on the fitted dose curve; in most records, active means well fitted curve in the direction sought with a large enough effect; inconclusive means small, poorly fitted or top-dose-only effect, or another doubt; inactive means no such curve, though single readings can be large; an effect the other way counts as inactive or inconclusive.

SMILES | Tb PFK block | FLuc counter | Gal4-VP16 FLuc | ELG1 genotoxic | uPA surface inh | NPC1 promoter act | FBPA coupling cs | Rab9 promoter act | RORg inh | Giardia kill | KCNH2 3.1 inh
CCC(C)NS(=O)(=O)c1ccc(NS(=O)(=O)c2ccccc2[N+](=O)[O-])cc1 (stereo not given) | 0% | -10% | 2% | -1% | 3% | 0% | 14 | -13% | 40% | -9 | -5
CCOc1cccc(/C(O)=C2/C(=O)C(=O)N(CCOC)C2c2ccncc2)c1 (stereo not given) | -7% | -1% | -8% | -1% | 0% | -3% | -2 | -2% | -12% | 0 | 1
CCOc1ccc(CCNC(=O)C2CCC(=O)N2C2CCCCC2)cc1OCC (stereo not given) | 2% | 1% | 2% | 2% | 2% | -7% | -2 | 5% | -5% | 4 | -6
Cc1ccccc1C(CC(=O)c1cccs1)C(C#N)C#N (stereo not given) | 1% | u | -96% | 10% | -13% | -4% | 0 | -2% | 1.6µM* | 9 | -5
CC(C)c1ccc(N(C(=O)c2ccc3c(c2)OCO3)C2C=CS(=O)(=O)C2)cc1 (stereo not given) | -4% | -1% | 2% | -2% | -5% | 0% | x | 0% | 10% | -11 | -5
CCOC(=O)C1CCCN(S(=O)(=O)Cc2ccccc2Cl)C1 (stereo not given) | 0% | -4% | -5% | -2% | 1% | 0% | 0 | 8% | -22% | -24 | 5
CCOc1ccccc1N1CCN(S(=O)(=O)c2ccc(Cl)s2)CC1 | -3% | 1% | -6% | -3% | 5% | 0% | 0 | -1% | 18% | 7 | 3
COc1ccc(CCC(=O)OC(C)C(=O)c2ccc(C)cc2)cc1 (stereo not given) | 0% | 1% | 1% | 0% | 6% | -2% | 1 | -1% | 5% | -21 | 0
COCCCn1c(SCC(=O)OC2CCCCC2)nnc1-c1cccs1 | -4% | 19µM* | 11% | -1% | x | 0% | 1 | 7% | -26% | 33[activator] | 6
CCc1ccc(C(=O)COC(=O)C(Cc2ccccc2)NC(=O)C2CCC(C)CC2)cc1 (stereo not given) | 3% | 0% | 6% | 2% | -1% | -1% | x | -7% | 6% | -2 | -9
CCOC(=O)N1CCN(C(=O)c2cc3cc(F)ccc3[nH]2)CC1 | 5% | u | 7% | 0% | -2% | 4% | 0 | 0% | 19% | 3 | 8
CCCC(=O)OCC(=O)Nc1ccccc1Sc1ccccc1 | 1% | -3% | 4% | 0% | 6% | 0% | 3 | 1% | 4% | -9 | 8
O=c1cc(-c2ccccc2)nc2nc(SCc3ccccc3)[nH]n12 | 24% | 27µM* | -2% | 12% | 2% | 1% | 8 | 8% | 23% | -6 | 1
CCOc1ccc(N=c2cc(-c3ccc(OC)cc3)oc3ccccc23)cc1 | 4% | 2% | 2% | -7% | -3% | -6% | 0 | -9% | -11% | 7 | -11
Cc1nn(C)c(Cl)c1C(=O)NCC(=O)O | 0% | -2% | 2% | -4% | 3% | -3% | 0 | 3% | 2% | -21 | 7
Cc1ccc2c(CC(=O)Nc3nc(C)cs3)coc2c1 | 0% | u | -3% | 10% | 7% | 17% | -1 | 18% | 17% | -1 | 3
COc1cc(/C=N/NC(=O)CNC(=O)c2ccccc2)ccc1OC(=O)c1cccs1 | -3% | -20% | -3% | 1% | -7% | -3% | 4 | 1% | 26% | -15 | 0
CCCCNC(=O)c1onc(CSc2cc(C)cc(C)c2)c1C(=O)O | 1% | -12% | -11% | -1% | 5% | 0% | 17 | -4% | 25% | -25 | -4
COc1ccc(/C=C(\NC(=O)c2ccccc2)C(=O)NNC(=O)CCN2CCOCC2)cc1 | -2% | 0% | -4% | 2% | 10% | -4% | 4 | -8% | 0% | 8 | -1
CCc1ccc(S(=O)(=O)N/N=C\c2ccc([N+](=O)[O-])o2)cc1 | -6% | -7% | u | 10% | -29% | -2% | 1 | 7% | u | -22 | -4
O=C(NCc1ccc(-n2cccc2)cc1)c1cccc(F)c1 | 2% | -3% | -2% | -2% | 0% | 0% | 2 | 16% | -13% | 9 | 25
COc1ccc(OC)c2c(C)cc(N3CCN(C(=O)c4ccc(F)cc4)CC3)nc12 | x | -1% | 15% | x | 2% | x | -11 | x | 26% | -8 | -7
O=C(COc1ccccc1Cl)NC(=S)N1CCc2ccccc21 | -1% | u | 1.1µM* | 1% | -4% | 2% | x | -2% | 0.71µM* | 1 | 7
Nc1cc(N)nc(SCC(=O)NCC(=O)Nc2ccc(F)c(F)c2F)n1 | -29% | x | x | -3% | 0% | x | x | x | x | -7 | -16
O=C1c2cccc(OCc3ccc(F)cc3)c2CCN1Cc1ccc(F)cc1 | -6% | 0% | u | 0% | -5% | -21% | 1 | -20% | u | -17 | -31

Grouped by structure: those above with an NH in an aromatic ring
SMILES | Tb PFK block | FLuc counter | Gal4-VP16 FLuc | ELG1 genotoxic | uPA surface inh | NPC1 promoter act | FBPA coupling cs | Rab9 promoter act | RORg inh | Giardia kill | KCNH2 3.1 inh
CCOC(=O)N1CCN(C(=O)c2cc3cc(F)ccc3[nH]2)CC1 | 5% | u | 7% | 0% | -2% | 4% | 0 | 0% | 19% | 3 | 8
O=c1cc(-c2ccccc2)nc2nc(SCc3ccccc3)[nH]n12 | 24% | 27µM* | -2% | 12% | 2% | 1% | 8 | 8% | 23% | -6 | 1

More entries:
SMILES | Tb PFK block | FLuc counter | Gal4-VP16 FLuc | ELG1 genotoxic | uPA surface inh | NPC1 promoter act | FBPA coupling cs | Rab9 promoter act | RORg inh | Giardia kill | KCNH2 3.1 inh
Cc1ccc(C(=O)NNC(=O)c2ccccc2OCc2c(C)noc2C)cc1 | -4% | -17% | x | 3% | 3% | 0% | x | -5% | x | -7 | -11
COc1ccc(NC(=O)CSc2n[nH]c(-c3ccncc3)n2)c([N+](=O)[O-])c1 | 1% | 0% | 14% | 1% | 1% | -3% | x | -6% | 19% | -29 | x
Cc1[nH]nc2c1C(CC(C)C)C(C#N)=C(N)O2 (stereo not given) | -1% | 0% | -23% | -3% | 1% | 2% | -6 | 4% | 11% | 9 | 3
COc1cccc(C(=O)Nc2nnc(SCC(=O)NC3CC3)s2)c1 | 1% | 5.4µM* | -17% | u | -4% | u | -3 | u | u | -22 | 9
COc1ccc2nc(NC(=O)C3CCN(S(=O)(=O)c4cccs4)CC3)sc2c1 | 1% | -8% | -2% | -16% | -33% | -3% | -3 | -13% | 3% | 25 | -14
Cc1cc(C(=O)Nc2ccccc2)c2ccccc2n1 | -4% | -9% | 7% | 0% | 6% | 6% | -4 | 3% | -11% | -3 | -9
O=C(NCCc1cn2ccsc2n1)c1cccs1 | 0% | -13% | -11% | u | 0% | 12% | 2 | 15% | 2% | 14 | 17
Cc1ccc2c(c1)[nH]c1c(=O)n(Cc3ccco3)cnc12 | 0% | u | -4% | 7% | -1% | u | -3 | u | -5% | 1 | 11
Cc1c(C(=O)N2CCN(c3ccc(F)cc3)CC2)oc2c1C(=O)CCC2 | 0% | 0% | 1% | -6% | -3% | -8% | x | -5% | 8% | 24 | 14
Cc1ccc(C(=O)O)cc1NC(=S)NC(=O)c1ccc(-c2ccc(Cl)cc2)o1 | 2% | u | 7% | 2% | -1% | -1% | 0 | -2% | 0% | 4 | 2
CC(=O)Nc1ccc(/C=C/c2noc(-c3ccccc3O)n2)cc1 | -2% | u | -11% | 14% | 2% | u | 0 | u | 10% | u | -12
Cc1ccc(CNC(=O)CCSCc2ccccc2C)cc1 | 0% | -11% | 1% | -1% | 18% | -5% | 3 | 0% | 0% | -1 | -12
Cc1cc(NC(=O)CSc2nc(C(C)C)nc3sc(C)c(C)c23)no1 | 0% | 4%[2.3 µM] | -28% | 6% | -21% | -1% | -3 | -1% | -33% | 6 | 0
COc1cccc(-c2noc(C3CCCN(C(=O)c4ccccc4OC)C3)n2)c1 (stereo not given) | 2% | 21µM* | 18% | 10% | 2% | u | 2 | 30% | u | 5 | -3
Cc1cccc(NC(=O)CCCN=C2NS(=O)(=O)c3ccccc32)c1C | 12% | 3% | x | 1% | u | 2% | x | -4% | x | 29 | 11
COc1ccc(Nc2ncnc3sc(-c4ccccc4)cc23)cc1 | -3% | u | -6% | -3% | x | 3% | 3 | 3% | 40% | 2 | 1
CCN(CC)C(=O)C1CC(=O)OC1(C)C (stereo not given) | 7% | 1%[2.3 µM] | 0% | -2% | -1% | 13% | 1 | 8% | -5% | -5 | 5
CCOc1ccc(-n2c(=O)c3sccc3n(CC(=O)NCCc3ccc(OC)c(OC)c3)c2=O)cc1 | 0% | -5% | -1% | -1% | -15% | -2% | 1 | -1% | 9% | -17 | -13
C=CCNC(=O)CN(Cc1ccccc1)S(=O)(=O)c1ccc(C)cc1 | -1% | -1% | 7% | -4% | 4% | -2% | 0 | 2% | -20% | 8 | 1
COc1cc(CNC(C)(C)CO)ccc1OCC(=O)Nc1ccc(Br)cc1 | 2% | 1% | -7% | 2% | -4% | 3% | 0 | -1% | 12% | 12 | 23
O=C(c1ccc(NC2=NC3CS(=O)(=O)CC3S2)cc1)N1CCN(C(=O)c2ccco2)CC1 (stereo not given) | 1% | 4% | -8% | 2% | 3% | -4% | 3 | -7% | -13% | 0 | -5
